PLAP inhibition – PLAP enzyme inhibitors, biochemical, luminescence, HTS (AID 690); purified PLAP, luminescent substrate; higher % means a stronger effect; one-dose inhibition, % at 20 µM; IC50 in µM for titrated hits; 96,000 compounds, 0.08% hits; in the data active = a potency from the dose series; inactive = the rest, 99 in 100 with inhibition below about 30%; note: strong numbers were not always called active
MRP reversal – reverses drug resistance mediated by MRP. differential viability (reversal), % at 10 µM. 85,000 compounds, 0.04% hits. H69AR cells + 2 uM doxorubicin, CellTiter-Glo, 72 h;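 active = viability drop by adding the cancer drug above about 55%, with treated viability meeting a 40% cutoff, limit read from the data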;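 note: viability without doxorubicin minus viability with 2 µM doxorubicin for each compound; larger differential means the compound sensitizes cells more to doxorubicin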
Bcl-B displacement – displacers of TR3 peptide from Bcl-B, primary screen, selectivity assay for Bfl-1 inhibitor project, biochemical, fluorescence polarization; FP displacement of FITC-TR3 peptide from Bcl-B; higher % means a stronger effect; displacement, % at 20 µM, or IC50 in µM where a hit was titrated; 96,000 compounds, 0.11% hits; AID 748;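 active = displacement above 50% at 20 µM plus a fluorescence interference ratio under 1.5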;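 note: plate controls were wells without compound for no effect and wells lacking Bcl-B protein for full effect; a part of the inactive calls stands beside numbers as strong as those of hits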
IL1B NFkB pot – enhances IL-1B driven NFkB nuclear translocation; HUVEC IL-1B NFkB p65 nuclear translocation imaging; AID 819; activation, % at 2 µM; 94,000 compounds, 0.3% hits;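 active = activation above 40%, about the mean plus 3 SD, also judged a hit on visual image review; inconclusive = activation above 40% but not a hit on visual review; inactive = activation not above 40% and no visual hit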;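 note: percent activation is computed from the nuclear over cytoplasmic p65 intensity ratio; values of inactives mirror those of a sister screen read the other way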
NFkB transloc inh – blocks IL-1B driven NFkB nuclear translocation in HUVEC cells. inhibition, % at 2 µM. HUVEC IL-1B NFkB p65 nuclear translocation imaging. 94,000 compounds, 0.43% hits;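 active = inhibition above about 30% together with a positive call from visual inspection of the well image, limit read from the data; inconclusive = inhibition above a set limit but visual check negative; inactive = inhibition not above a set limit, visual check negative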;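 note: nuclear over cytoplasmic p65 intensity ratio measured by imaging; 0% = IL-1B stimulated DMSO wells and 100% = unstimulated DMSO wells; values of inactives mirror those of a sister screen read the other way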
MRP reversal cytotoxicity – also measured in MRP reversal; calls as there; viability, %; H69AR cells, CellTiter-Glo, 72 h; measured here: cytotoxicity without doxorubicin
MRP reversal with doxorubicin – recorded beside MRP reversal, whose call it bears; viability, %; measured here: viability with 2 uM doxorubicin; active compounds read low
NFkB transloc inh cell count 2 µM – second read-out of NFkB transloc inh, no call of its own (marks repeat the call); cell count; measured here: cells passing quality filter;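 raw number of nuclei counted in each imaged well without normalization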
IL1B NFkB pot cell count 2 µM – recorded beside IL1B NFkB pot, whose call it bears; cell count; measured here: cells passing quality filter
* = called active by the depositor; ? = inconclusive; / = no result given. These rows are one share of the data. The share of hits here may be higher or lower than overall.

SMILES	PLAP inhibition	MRP reversal	MRP reversal cytotoxicity	MRP reversal with doxorubicin	Bcl-B displacement	IL1B NFkB pot	IL1B NFkB pot cell count 2 µM	NFkB transloc inh	NFkB transloc inh cell count 2 µM
CCS(=O)(=O)c1ccc2oc(SCC(=O)NCCC3=CCCCC3)nc2c1	0.1%	11.6	66.1	54.5	-2.4%	11.8	203	-11.8	203
O=C(N/N=C/c1cccc([N+](=O)[O-])c1)c1ccc2nc[nH]c2c1	-57.0%	-30.8	45.5	76.3	7.7%	10.6	196	-10.6	196
CCCNC(=O)c1csc2c1CCCCC2	10.9%	-2.8	95.8	98.6	-7.4%	10.6	160	-10.6	160
CCCOc1ccc(N2C(=O)CC(SC(=NC)Nc3ccc(F)cc3)C2=O)cc1 (configuration not stated)	9.2%	10.6	57.1	46.6	-10.3%	-5.9	181	5.9	181
CNc1csc(C)c(C)c1=O	-6.6%	14.1	88.5	74.3	-6.9%	5.8	109	-5.8	109
Cc1nc2cc(-c3ccc(Cl)cc3)nn2c(C)c1CCC(=O)NCc1ccco1	-35.7%	18.1	102.7	84.7	-10.8%	-0.6	173	0.6	173
O=[N+]([O-])c1ccc(NNC(=S)Nc2ccc(F)cc2)cc1	/	2.3	13.6	11.3	/	-4.7	190	4.7	190
O=C(O)C1CSC2(c3ccc4c(c3)OCCO4)CCC(=O)N12 (configuration not stated)	15.8%	6.1	108.6	102.5	-11.9%	4.5	85	-4.5	85
CCOC(=O)N1CCN(C(=O)CSc2nnc(Cc3cccn3C)n2CCc2ccccc2)CC1	-53.3%	1.2	84.2	82.9	-9.5%	1.1	161	-1.1	161
COc1ccc(NS(=O)(=O)c2ccc(SC)cc2)c(OC)c1	6.2%	-17.1	71.1	88.2	-3.0%	1.1	49	-1.1	49
CC(=O)Nc1ccc(S(=O)(=O)NCc2cn3c(C)csc3n2)cc1	/	0.1	95.2	95.1	/	19.9	111	-19.9	111
COc1ccc(CNC(=O)C2CCN(S(=O)(=O)c3ccc(-c4nn[nH]n4)cc3)CC2)cc1	-22.3%	-11.6	96.4	108.0	-4.0%	-2.8	71	2.8	71

Some of the entries above in a different format.
O=C(O)C1CSC2(c3ccc4c(c3)OCCO4)CCC(=O)N12 (configuration not stated)
  PLAP inhibition: 15.8%; MRP reversal: 6.1; MRP reversal cytotoxicity: 108.6; MRP reversal with doxorubicin: 102.5; Bcl-B displacement: -11.9%; IL1B NFkB pot: 4.5; IL1B NFkB pot cell count 2 µM: 85; NFkB transloc inh: -4.5; NFkB transloc inh cell count 2 µM: 85
CCS(=O)(=O)c1ccc2oc(SCC(=O)NCCC3=CCCCC3)nc2c1
  PLAP inhibition: 0.1%; MRP reversal: 11.6; MRP reversal cytotoxicity: 66.1; MRP reversal with doxorubicin: 54.5; Bcl-B displacement: -2.4%; IL1B NFkB pot: 11.8; IL1B NFkB pot cell count 2 µM: 203; NFkB transloc inh: -11.8; NFkB transloc inh cell count 2 µM: 203
COc1ccc(CNC(=O)C2CCN(S(=O)(=O)c3ccc(-c4nn[nH]n4)cc3)CC2)cc1
  PLAP inhibition: -22.3%; MRP reversal: -11.6; MRP reversal cytotoxicity: 96.4; MRP reversal with doxorubicin: 108.0; Bcl-B displacement: -4.0%; IL1B NFkB pot: -2.8; IL1B NFkB pot cell count 2 µM: 71; NFkB transloc inh: 2.8; NFkB transloc inh cell count 2 µM: 71

(more compounds)
SMILES	PLAP inhibition	MRP reversal	MRP reversal cytotoxicity	MRP reversal with doxorubicin	Bcl-B displacement	IL1B NFkB pot	IL1B NFkB pot cell count 2 µM	NFkB transloc inh	NFkB transloc inh cell count 2 µM
O=C(CSc1ncn[nH]1)NCCCc1ccccc1	9.1%	4.0	100.1	96.1	-8.5%	-2.9	187	2.9	187
OC(CNCc1ccco1)Cn1c2ccc(Br)cc2c2cc(Br)ccc21 (configuration not stated)	-12.5%	/	/	/	-2.2%	-5.4	178	5.4	178
Cc1nc2ncnn2c(C)c1CCC(=O)N1CCN(c2ccccn2)CC1	-7.5%	-17.8	65.0	82.9	-3.7%	/	/	/	/
Cc1nn(CC#N)c(=O)n1-c1ccc(F)cc1	-10.4%	5.4	97.1	91.7	-0.1%	-10.2	192	10.2	192
COc1ccc(CN2CCN(S(=O)(=O)c3ccccc3)CC2)cc1Br	-49.3%	/	/	/	-3.4%	3.5	152	-3.5	152
Clc1ccc2nc(CSc3nnc4ccccn34)cn2c1	-11.4%	-0.9	90.7	91.5	17.5%	5.2	143	-5.2	143
Cc1cccc(N(CC(=O)NCc2ccc3c(c2)OCO3)C(=O)CCC(=O)Nc2ccccn2)c1	-55.7%	11.0	89.2	78.2	2.6%	2.6	170	-2.6	170
COc1ccc(N(CN2C(=O)C3CC=CCC3C2=O)C(=O)c2ccco2)cc1 (configuration not stated)	-0.8%	/	/	/	0.0%	17.1	113	-17.1	113
CC1CCN(c2oc(Cc3cccc4ccccc34)nc2C#N)CC1	-0.2%	7.0	78.5	71.5	-19.9%	4.6	125	-4.6	125
COc1ccccc1Cn1nnc2c(=O)[nH]c(C3CCN(C(=O)c4ccc(F)cc4)CC3)nc21	-43.4%	-0.2	75.9	76.0	-10.8%	?	/	-52.4	157
COc1ccc(CNC(=O)c2ccc(S(=O)(=O)N3CCCC3)cc2)cc1OC	-59.8%	-4.5	93.4	97.9	10.0%	11.9	157	-11.9	157
CCOc1ccc2nc(NC(=O)CSc3nc4c(c(=O)n(C)c(=O)n4C)n3C(C)C)sc2c1	-46.8%	-30.4	30.1	60.5	1.3%	/	/	/	/
CCCCCCSc1nc(O)c(C2OC(=O)c3c2ccc(OC)c3OC)c(=O)n1CC (configuration not stated)	-38.3%	7.4	100.0	92.6	-2.4%	-0.7	160	0.7	160
CCOC(=O)c1cncc(NC(=O)c2ccccc2)c1	-17.5%	/	/	/	-9.1%	9.8	197	-9.8	197
COc1ccccc1C1(O)CC2CCC(C1)N2S(=O)(=O)c1ccc(C(C)=O)cc1 (configuration not stated)	0.5%	-14.5	72.0	86.5	6.1%	-10.9	110	10.9	110
N#Cc1cccc(C(c2nnnn2CCc2ccccc2)N2CCN(C3CCCCC3)CC2)c1 (configuration not stated)	-24.3%	-17.3	74.2	91.6	-4.2%	2.7	104	-2.7	104
N=C1C(c2ccc(Br)cc2)=C(O)C2CCc3ccccc3N12 (configuration not stated)	17.4%	-28.8	43.2	72.0	-0.4%	19.4	189	-19.4	189
COc1ccc(NC(=O)c2ccccc2NC(=O)CSc2ccc(C)cc2)cc1	12.9%	/	/	/	1.5%	7.3	38	-7.3	38
CC(=O)C1CCN(Cc2ccccc2)CC1	-8.4%	7.9	79.7	71.8	-5.0%	12.5	172	-12.5	172
CCOC(=O)c1ccc(CSc2nnc(-c3ccncc3)n2N)cc1	-2.5%	/	/	/	1.3%	28.3	152	-28.3	152
Cc1cccc(C(=O)NNC2=C(C(=O)C(F)(F)F)CCC2)c1O	-129.3%	-10.0	25.4	35.4	10.3%	0.5	158	-0.5	158
CC(C)(C)C(=O)NC1CCN(S(C)(=O)=O)CC1	/	4.5	100.5	96.0	/	?	/	-50.3	163
CC(=O)NC1=NN(C(C)=O)C(C)(c2cccs2)S1 (configuration not stated)	/	-9.9	28.4	38.3	/	18.4	127	-18.4	127
Cc1nnc(NC(=O)CSc2cn(CCNC(=O)c3ccccc3)c3ccccc23)s1	-4.1%	6.5	75.3	68.9	2.9%	1.2	75	-1.2	75
COc1ccc(C)cc1NC(=S)NNC(=O)c1ccccc1Cl	-187.6%	6.3	103.5	97.2	3.6%	-13.6	61	5.6	146
Cc1ccc2cc(C)c3nnc(SCC(=O)NCc4ccco4)n3c2c1	-43.2%	-19.2	49.2	68.4	20.2%	9.0	97	-9.0	97
O=C1Nc2ccc(S(=O)(=O)N3CCCC3)c3ccc(S(=O)(=O)N4CCCC4)c1c23	5.9%	7.5	72.1	64.6	17.5%	4.9	195	-4.9	195
COc1ccccc1C/C(N)=N/OC(=O)COc1ccc2ccccc2c1	-3.5%	/	/	/	-15.9%	-1.2	128	1.0	128
CSC1=NCCN1C(=O)COc1ccc2ccccc2c1	13.5%	-1.9	83.8	85.8	-8.2%	15.7	201	-15.7	201
COC(=O)c1cccc(NC(=O)CCCOc2ccccc2)c1	-0.1%	5.8	95.4	89.6	-4.7%	-6.4	179	6.4	179
COc1ccc(NC(=O)CCCC(=O)OCC(F)(F)C(F)F)cc1	9.6%	-2.3	99.0	101.3	-9.7%	-9.7	87	9.7	87
CCOc1ccc2nc(N3CCC(C(=O)Nc4nnc(CC)s4)CC3)sc2c1	-20.2%	5.2	90.6	85.5	1.4%	/	/	/	/
COCCN(C(=O)C1CC1)c1nnc(-c2ccc(C)cc2)s1	-13.9%	2.7	87.5	84.8	7.4%	8.0	166	-8.0	166
CCc1cc2c(=O)c(-c3cscn3)coc2cc1OC	12.5%	-1.0	57.7	58.7	5.1%	/	/	/	/
COc1cccc(NC(=O)CSc2nnc(CNC(=O)c3ccccc3)n2C)c1	-1.9%	2.4	88.3	85.9	-4.8%	15.3	123	-15.3	123
Cc1ccc(-n2cccc2C(=S)N=P(N(C)C)(N(C)C)N(C)C)cc1	9.9%	-9.4	78.1	87.6	14.2%	/	/	/	/
COc1cc2c(C(=O)NCCCN3CCN(c4cccc(Cl)c4)CC3)cn(C)c(=O)c2cc1OC	-31.1%	29.7	54.9	25.2	-5.3%	-8.6	186	8.6	186
COc1ccc2c(c1)C(NC(=O)C(F)(F)F)CC2=O (configuration not stated)	15.6%	/	/	/	0.0%	-4.2	163	4.2	163
O=C(NCC1CCCO1)C1CCC(CNS(=O)(=O)c2ccccc2)CC1 (configuration not stated)	1.7%	21.1	97.7	76.6	0.4%	-0.6	159	0.6	159
CNC(=S)NNC(=O)Cc1ccccc1	-42.2%	/	/	/	-1.5%	-3.2	118	3.2	118
CCCS(=O)(=O)c1c(S(=O)(=O)CCC)c2cnccn2c1C(=O)c1ccc(F)cc1	-57.7%	23.3	95.6	72.3	-1.5%	/	/	/	/
CCn1c(COc2ccc(Cl)cc2)nnc1SCc1nc2ccccc2[nH]1	-16.8%	-29.9	4.4	34.3	-9.6%	-6.5	162	6.5	162
COc1ccc(N2C(=O)CC(N3CCC(C(N)=O)CC3)C2=O)cc1 (configuration not stated)	3.0%	2.5	101.0	98.5	-3.6%	3.2	129	-3.2	129
COc1ccc(S(=O)(=O)NN=C2CCCC2)cc1	13.8%	/	/	/	-5.4%	6.3	171	-6.3	171
COc1ccccc1-n1cnc2cc(NCc3ccco3)ccc21	-51.7%	-22.9	23.1	46.0	4.0%	-12.1	100	12.1	100
COc1ccc(CNc2ccc(C(=O)O)cc2)cc1	-7.5%	10.9	101.8	91.0	-5.6%	-1.9	160	1.9	160
O=C(NCCN1CCN(C(=O)c2cccs2)CC1)c1cccs1	5.7%	-16.3	57.7	74.0	-10.3%	-1.1	119	1.1	119
c1ccc(COc2nsnc2N2CCOCC2)cc1	-29.7%	19.1	106.3	87.2	3.4%	16.9	166	-16.9	166
COc1cc(C2=NOC(C(=O)N3CCCCCC3)C2)cc(OC)c1OC (configuration not stated)	-5.8%	5.1	81.8	76.8	-0.8%	0.9	48	-0.9	48
COC(=O)c1oc2ccc(Br)cc2c1NC(=O)CCCN1C(=O)c2ccccc2C1=O	-12.3%	-26.9	58.9	85.8	-0.6%	/	/	/	/
CC1(C)C2CCC1(C)C(OC(=O)CC(=O)O)C2 (configuration not stated)	-22.6%	19.0	96.0	76.9	-1.7%	-8.9	104	8.9	104
COC(=O)C1Cc2c([nH]c3ccccc23)CN1 (configuration not stated)	1.8%	23.2	107.8	84.6	0.3%	9.5	156	-9.5	156
N#Cc1nc(-c2ccccc2F)oc1NCCc1ccccc1	-1.2%	21.1	104.8	83.8	-4.7%	-7.2	155	7.2	155
CC1(C)Nc2ccccc2N(CC(=O)N2CCCCC2)C1=O	6.6%	/	/	/	-2.5%	1.1	146	-1.1	146
C=CCn1c(C)c(C(C)=O)c(N2CCN(c3ccccc3)CC2)nc1=S	-1.2%	6.3	93.7	87.4	-5.1%	0.4	157	-0.4	157
Cc1cccc(-c2nnc(SCC(=O)NCc3ccc4c(c3)OCO4)n2C)c1	5.9%	7.8	93.5	85.7	-6.6%	-1.4	163	1.5	163
